# PLAP activator: activates human placental alkaline phosphatase; purified PLAP enzyme, luminescent substrate read-out; hits give high values; activation fold at 20 µM; 96,000 tested, 1.2% active; in the data active means activation fold above about 2
# Target sequence (P05187 whole entry, looked up): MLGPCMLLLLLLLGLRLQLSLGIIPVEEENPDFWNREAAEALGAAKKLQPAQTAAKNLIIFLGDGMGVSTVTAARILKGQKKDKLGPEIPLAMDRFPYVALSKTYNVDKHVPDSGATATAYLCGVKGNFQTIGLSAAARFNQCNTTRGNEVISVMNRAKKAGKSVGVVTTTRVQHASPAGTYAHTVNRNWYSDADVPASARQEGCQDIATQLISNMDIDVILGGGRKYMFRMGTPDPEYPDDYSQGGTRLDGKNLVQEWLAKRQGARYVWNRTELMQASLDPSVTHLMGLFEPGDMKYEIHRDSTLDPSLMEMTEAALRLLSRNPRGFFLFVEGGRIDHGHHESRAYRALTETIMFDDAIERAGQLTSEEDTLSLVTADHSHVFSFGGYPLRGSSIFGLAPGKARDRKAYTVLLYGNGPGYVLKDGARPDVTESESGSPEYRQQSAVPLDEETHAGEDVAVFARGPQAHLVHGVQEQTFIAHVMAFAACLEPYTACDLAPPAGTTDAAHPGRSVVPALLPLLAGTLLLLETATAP
# CYP2C19 inhib: blocks human cytochrome P450 2C19; P33261; CYP2C19 Supersomes, luciferin-H EGE luminescence, 30 min; inhibition, % at 5 µM; 96,000 tested, 21% active; AID 778;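 active means CYP2C19 inhibition above a set limit at 5 µM in the primary screen, cut at about 50% in these data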;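 further: plate controls were negative control wells for no effect and 2.5 mM tranylcypromine positive control for full effect; values of inactives mirror those of a sister screen read the other way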
# Rev-RRE block: HIV Rev-RRE protein-RNA interaction inhibition; Rev peptide-RRE RNA binding, FRET; 97,000 tested, 0.79% active; inhibition, % at 8 µM; P05866; AID 704;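 active means inhibition above the screen-wide mean plus 3 SD, cut at about 35% in these data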;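 further: 0% = median DMSO wells and 100% = median Neomycin B control wells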
# Target sequence (P05866 whole entry, looked up): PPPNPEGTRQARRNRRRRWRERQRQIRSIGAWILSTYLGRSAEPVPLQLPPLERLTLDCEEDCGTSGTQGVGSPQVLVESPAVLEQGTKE
#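 Assay system: Labelled RRE RNA duplex and labelled Rev peptide | Times: 5 min preincubation and 15 min binding, 25 °C | Detection: FRET, ex 480 nm, em 540 and 671 nm | Evaluation: % inhibition of FRET ratio versus controls | Benchmarks: DMSO wells as 0% and neomycin B wells as 100% inhibition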
# CYP2C9 act: CYP2C9 (human) activation. P11712. 96,000 tested, 1.4% active. activation factor at 5 µM. AID 1024. recombinant CYP2C9, luciferin-H conversion, luminescence; hits give high values; factor 1 = untreated enzyme, 0 = blocked;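 active means activation factor of 2 or more for CYP2C9 at a 5 µM dose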;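 further: 0 = sulfaphenazole-blocked wells and 1 = vehicle-only wells; values of inactives mirror those of a sister screen read the other way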
# CYP2C19 act: cytochrome P450 2C19 (human) activation; P33261; recombinant CYP2C19, luciferin-H EGE luminescence; hits give high values; 0 = fully inhibited enzyme, 1 = untreated enzyme; activation factor at 5 µM; 96,000 tested, under 10 active; AID 1025;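 active means activation factor of at least 2 at 5 µM in the primary screen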;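 further: 0 = wells with 2.5 mM tranylcypromine and 1 = vehicle-only wells; values of inactives mirror those of a sister screen read the other way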
# PLK1 inh: inhibitors of human PLK1 kinase. recombinant PLK1 kinase, TR-FRET peptide phosphorylation. inhibition, % at 10 µM. 97,000 tested, 0.53% active;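 active means inhibition of 50% or more in the single-concentration screen; inactive means inhibition below 50%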;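 further: 0% = DMSO max control and 100% = H-89 dihydrochloride min control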
# PLK1 PBD inh: Plk1 (human) PBD binding inhibition | P53350 | Plk1 PBD phosphopeptide binding, fluorescence polarization | inhibition, %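 (tested at about 20 µM)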 | 97,000 tested, 0.13% active; in the data active means inhibition above about 34%, passing the limit was not always enough
# CYP2C9 inhib: blocks human cytochrome P450 2C9; AID 777; inhibition, % at 5 µM; 96,000 tested, 20% active; P11712; CYP2C9 Supersomes, luciferin-H conversion, luminescence;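 active means blocking of liver enzyme CYP2C9 beyond about 50% at 5 µM, limit read from the data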; further: values of inactives mirror those of a sister screen read the other way
# EphB4 ephrin blk: blocks human EphB4 binding to ephrin-B2 | P54760 | EphB4 LBD / TNYL-RAW-Alexa532 peptide, fluorescence polarization | inhibition, % at 7 µM | 97,000 tested, 0.15% active | AID 720;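 active means inhibition above the screen-wide mean inhibition plus 3 SD, cut at about 15% in these data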;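 further: 0% = DMSO wells and 100% = excess unlabeled TNYL-RAW peptide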
# Numbers without * were called inactive; x = not tested or not shown.
SMILES,PLAP activator,CYP2C19 inhib,Rev-RRE block,CYP2C9 act,CYP2C19 act,PLK1 inh,PLK1 PBD inh,CYP2C9 inhib,EphB4 ephrin blk
N#Cc1ccc(CSc2nnc(-c3ccccc3)n2Cc2ccco2)cc1,1,12,8,0.6,0.9,-13,7,42,4
Cc1cccc(N2CCN(C(=O)C3CCN(S(=O)(=O)c4cccc5nsnc45)CC3)CC2C)c1 (stereo unspecified),1.5,34,8,0.8,0.7,-7,-29,17,-1
CCOC(=O)c1sc(NC(=O)c2c(OC)cccc2OC)nc1C,0.9,3,5,1,1,3,-12,1,-6
O=C(c1n[nH]c(=O)c2ccccc12)N1CCN(c2ccc(F)cc2)CC1,0.9,7,5,1,0.9,5,1,1,3
COc1ccc(-c2nc(C#N)c(NCc3ccccc3Cl)o2)cc1OC,0.7,12,2,0.5,0.9,-10,-17,47,-4
Cc1ccc(Sc2ncccc2COC(=O)Nc2c(C)cccc2C)cc1,0.9,20,8,0.7,0.8,-6,-24,27,0
Cc1nc(N2CCOCC2)nc2c1CCCC2,1.2,28,-2,1,0.7,-11,-15,-2,-4
CN(C)CCCN1C(=O)C(=O)/C(=C(/O)c2ccc3c(c2)OCO3)C1c1ccccn1 (stereo unspecified),x,x,12,x,x,3,-6,x,0
Cc1onc(-c2c(Cl)cccc2Cl)c1C(=O)Nc1ccc2c(c1)OCO2,0.8,40,5,0.2,0.6,-14,-11,81*,-2
COc1ccc(NC(=O)Nc2ccc(OCC(=O)N3CCOCC3)cc2)cc1OC,1.5,5,0,0.9,0.9,-5,10,12,3
CC1(C)CC(=O)C2=C(C1)N=c1s/c(=C/c3ccc(F)c(F)c3)c(=O)n1C2c1ccc(F)cc1 (stereo unspecified),1.2,2,11,0.7,1,-8,2,27,0
COc1cccc(-n2c(C)nnc2SCC(=O)Nc2ccccc2N2CCOCC2)c1,1.6,63*,5,0.2,0.4,0,5,77*,-8
CC(=O)c1c(C)n(C)c2ccc(OC(=O)c3ccco3)cc12,0.8,24,7,0.8,0.8,-7,3,23,7
Cc1ccc2nc(/C(C#N)=N/O)[nH]c2c1,1,-9,12,1.1,1.1,-4,7,-9,-9
Cc1ccc(-n2ncc3c(=O)[nH]cnc32)c(C)c1,1.1,-4,10,1,1,-1,11,2,2
COc1cc(C(=O)N2CCC(O)(c3ccccc3)CC2)cc(OC)c1OC,1,66*,8,0.2,0.3,-11,-8,79*,4
Cc1cnc(NC(=O)C2CCCO2)s1 (stereo unspecified),1,-21,9,1.2,1.2,-7,-7,-24,4
CCN(CC)S(=O)(=O)c1ccc(Br)c(OC)c1,0.9,82*,4,1.9,0.2,-7,20,-85,-6
COc1ccccc1-n1c(SCC(=O)Nc2ccccc2C)nc(O)cc1=O,1.4,5,4,0.9,1,-12,4,7,1
CC(C)C(c1nnnn1C1CCCC1)N1CCCCC1 (stereo unspecified),0.9,-32,11,1.1,1.3,-8,18,-8,3

# One compound at a time, as listed above. Values in the order: PLAP activator | CYP2C19 inhib | Rev-RRE block | CYP2C9 act | CYP2C19 act | PLK1 inh | PLK1 PBD inh | CYP2C9 inhib | EphB4 ephrin blk
# Cc1onc(-c2c(Cl)cccc2Cl)c1C(=O)Nc1ccc2c(c1)OCO2 reads 0.8 | 40 | 5 | 0.2 | 0.6 | -14 | -11 | 81* | -2
# CC(C)C(c1nnnn1C1CCCC1)N1CCCCC1 (stereo unspecified) reads 0.9 | -32 | 11 | 1.1 | 1.3 | -8 | 18 | -8 | 3
# CN(C)CCCN1C(=O)C(=O)/C(=C(/O)c2ccc3c(c2)OCO3)C1c1ccccn1 (stereo unspecified) reads x | x | 12 | x | x | 3 | -6 | x | 0
# Cc1ccc(-n2ncc3c(=O)[nH]cnc32)c(C)c1 reads 1.1 | -4 | 10 | 1 | 1 | -1 | 11 | 2 | 2
# COc1ccc(-c2nc(C#N)c(NCc3ccccc3Cl)o2)cc1OC reads 0.7 | 12 | 2 | 0.5 | 0.9 | -10 | -17 | 47 | -4

# (continued)
SMILES,PLAP activator,CYP2C19 inhib,Rev-RRE block,CYP2C9 act,CYP2C19 act,PLK1 inh,PLK1 PBD inh,CYP2C9 inhib,EphB4 ephrin blk
COc1cccc(-c2cc(C(=O)NCCc3ccccc3)no2)c1,0.9,12,2,0.8,0.9,-13,-1,20,1
Nc1nonc1-c1nc2ccccc2n1Cc1ccc(F)cc1Cl,1,25,28,0.9,0.8,-5,-3,12,2
O=C1CC(C(=O)O)S/C(=N\NC(=O)c2ccccc2)N1 (stereo unspecified),1.2,2,4,1,1,-16,-11,3,4
C/C=C/c1ccc(OCCCNCC(C)O)c(OC)c1 (stereo unspecified),1.3,1,-4,1,1,-18,-4,3,-5
CCC1(CC)Cc2ccccc2-c2nc(NCCO)[nH]c(=O)c21,x,x,8,x,x,-11,4,x,0
Cc1c(Br)cc(C(=O)N2CCCCCC2)c(C)c1C,1.7,96*,13,1.4,0,-2,-6,-38,2
O=C1O/C(=C/C(=O)N2CCOCC2)c2ccccc21,x,x,5,x,x,-11,-15,x,0
CC(C)(O)C#Cc1ccccc1C(=O)NC(CC(N)=O)C(=O)O (stereo unspecified),1,-4,10,1.1,1,-6,-1,-8,5
COc1ccc(/C=C(\NC(=O)c2ccc(OC)cc2)C(=O)NC(CCSC)C(=O)O)cc1 (stereo unspecified),1.6,-5,-2,1.2,1,-7,-13,-22,3
Cc1cccc(Oc2coc3cc(OC(=O)c4cc5ccccc5oc4=O)ccc3c2=O)c1,0.9,-11,12,2.1*,1.1,-10,-5,-114,-6
Clc1ccc2nc(CN3CCCc4ccccc43)cn2c1,1.6,88*,6,0.1,0.1,-8,-10,93*,0
Cc1ccc(Cn2nnc3c(=O)n(CC(=O)c4ccccc4)cnc32)cc1,0.9,1,10,0.4,1,5,15,60*,-3
C=CCOc1nc2c(c(=O)n(C)c(=O)n2C)n1Cc1ccc(Cl)cc1Cl,0.8,10,x,0.9,0.9,x,x,8,x
Cc1ccc(NC(=O)N2CCN(Cc3ccc4c(c3)OCO4)CC2)cc1,2*,34,2,0.2,0.7,1,-8,81*,6
COC(=O)N/N=C(\C)c1ccccc1Br,1,29,8,1.1,0.7,9,13,-5,5
CCOC(=O)CSC1=NC(=O)CS1,1.1,5,20,1,0.9,2,-75,4,10
CCOC(=O)c1nnn(CC(=O)N2N=C(c3ccc(Cl)cc3)CC2c2ccccc2)c1C(=O)OCC (stereo unspecified),x,x,8,x,x,-3,-11,x,2
Cc1cc(NS(=O)(=O)c2ccc(OCCNS(C)(=O)=O)cc2)no1,1,-17,12,1.1,1.2,-17,9,-10,-4
O=C(c1cc(-c2ccc(Cl)c(Cl)c2)on1)N1CCCCC1,1,-9,4,1,1.1,-9,-2,-4,-4
COC(=O)c1c(F)c(F)c(NCCO)c(F)c1F,0.9,2,10,1.1,1,-10,0,-7,5
Cc1ccc(/C(O)=C2\C(=O)C(=O)N(c3cc(C)on3)C2c2cccc(Br)c2)cc1 (stereo unspecified),1.2,-6,-1,0.7,1.1,-17,-18,35,2
CCS(=O)(=O)N1CCN(C2Cc3ccccc3C2)CC1,1,14,3,1.1,0.9,-16,-5,-5,0
CC(=O)Nc1ccc(S(=O)(=O)NCCSCc2ccco2)cc1,1.2,60*,3,0.3,0.4,-9,7,66*,-3
COc1ccccc1OCCSc1nc(N)cc(N)n1,x,x,-2,x,x,3,-12,x,0
O=C(O)CSCC(=O)Nc1ccc(C2CCCCC2)cc1,1,3,6,0.4,1,-8,-4,64*,0
Cc1cccc(C)c1NC(=O)CSCCO,1,3,0,1,1,5,8,2,-8
Cc1ccc(Cn2nc(C)c3cc(C(=O)OCC(N)=O)sc32)cc1,0.8,0,1,0.7,1,0,-6,31,-3
O=C1c2ccccc2C(O)N1Cc1ccccc1 (stereo unspecified),1.2,61*,6,1,0.4,-4,-24,-3,-1
COc1ccccc1N1CCN(CC(O)c2ccc3cc[nH]c3c2)CC1 (stereo unspecified),0.9,26,1,0.9,0.7,-6,25,7,1
CN(C)CCCOC(=O)CCc1ccccc1,0.9,8,4,1,0.9,-1,-16,2,9
CCOc1cccc2cc(C(=O)Nc3nccs3)c(=O)oc12,1,5,-4,0.9,0.9,-15,-17,15,3
CCOC(=O)c1cnn(-c2nc3c(C)cccc3s2)c1C(F)(F)F,0.9,32,20,0.6,0.7,-8,-13,36,5
Cc1ccnc(NS(=O)(=O)c2ccc(N=CC3=C(O)CC(C)(C)CC3=O)cc2)n1,0.9,-19,16,1.2,1.2,-9,19,-24,2
O=C(O)CCCCCNC(=O)c1ccccc1,0.9,-2,4,1.1,1,-5,6,-14,-7
CCS(=O)(=O)NCc1csc(C)n1,1,-14,x,1.1,1.1,x,x,-12,x
CCOC(Cn1c(CCCO)nc2ccccc21)OCC,1.1,9,9,1.1,0.9,-8,27,-9,4
O=C1CSC(c2ccccc2)N1CC12CC3CC(CC(O)(C3)C1)C2 (stereo unspecified),1.4,24,-2,1.1,0.8,-12,-20,-12,-5
COc1ccc(CCN(Cc2nc3ccccc3c(=O)[nH]2)C(=O)c2ccco2)cc1,1.5,44,9,0.4,0.6,-2,-2,57*,-5
CCn1cc(C(=O)N2CCc3ccccc32)c(=O)c2cc(S(=O)(=O)N3CCOCC3)ccc21,1.4,8,8,0.8,0.9,-5,23,16,2
O=C1c2[nH]nc(-c3ccccc3O)c2C(c2cccc(Cl)c2)N1CC1CCCO1 (stereo unspecified),1.5,70*,6,0.1,0.3,-13,-18,88*,-1
O=S(=O)(Nc1cnc2ccccc2c1)N1CCCCCC1,1.4,57*,11,0.9,0.4,-10,-3,13,-4
Cc1ccc2cccc(SCC(=O)NCc3ccco3)c2n1,0.9,82*,x,1.5,0.2,x,x,-51,x
CCNC(=O)NC(=O)C(C)Sc1ccc2c(c1)OCCO2 (stereo unspecified),1.1,53*,2,1,0.5,-12,-37,-2,-2
C=CCn1c(SCC(=O)N2CCN(c3ccccc3)CC2)nnc1-c1ccco1,1,4,5,0.9,1,-15,2,6,3
O=S(=O)(Cc1ccccc1)N1CCN(c2ccccc2)CC1,1.1,8,5,1.3,0.9,-9,9,-33,3
CCSC1(SCC)N=C(N)C2(C#N)C(c3ccccc3)NC3=C(CCC3)C12C#N (stereo unspecified),1.9,5,10,1,1,1,10,2,5
CCOC(=O)c1cc(-c2cc3ccccc3o2)n[nH]1,1.5,31,x,0.8,0.7,x,x,23,x
CCOc1ccc(C(=S)N2CCOCC2)cc1OCC,0.9,-17,3,1.4,1.2,6,-8,-44,-5
COC(=O)c1cc2n(n1)CCN(Cc1ccc(F)cc1)C2=O,1.2,44,9,1.1,0.6,-7,10,-8,4
Cc1nc(C(=O)Nc2ccccc2Cl)cc2c1[nH]c1ccccc12,1,-3,18,0.8,1,-20,7,21,0
CC(=O)Nc1nc2c(c3c1c(=O)oc1ccccc13)CCCC2,0.7,6,7,0.8,0.9,-11,1,18,5
COc1cc(S(=O)(=O)NCC2CCCO2)ccc1Br (stereo unspecified),0.8,36,2,2.6*,0.6,-8,-6,-160,2
N#CCC(=O)NCC1(c2ccccc2)CCCC1,0.9,37,1,0.9,0.6,-9,-4,10,-4
CCOc1cc(N2CCOCC2)c(OCC)cc1NC(=O)CSc1cccc[n+]1[O-],1.2,2,7,0.7,1,-10,4,33,-1
COc1cc2c(cc1OC)C1=C(C#N)COCN1CC2,1.2,18,14,0.7,0.8,-5,2,30,-1
Cc1cc(=O)[nH]c(SCC(=O)O)c1C#N,1,-8,1,0.9,1.1,-8,-1,11,-1
N=c1c(C(=O)NCc2ccc(F)cc2)cc2c(=O)n3ccccc3nc2n1CCCN1CCOCC1,1.4,1,x,0.8,1,x,x,19,x

# High-throughput results as filed in PubChem.
